KCNQ1 pot – potentiators or activators of KCNQ1 channel, primary screen, cell-based, thallium flux, high-throughput | CHO-K1 KCNQ1, thallium flux FluxOR fluorescence; active compounds read high | B-score at 10 µM | hit rate 0.35% among 310,000;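 active means fluorescence ratio B-score, a plate-corrected score, at least three library SD, with initial intensity B-score within 5 SD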
Target sequence (P51787 whole entry, looked up): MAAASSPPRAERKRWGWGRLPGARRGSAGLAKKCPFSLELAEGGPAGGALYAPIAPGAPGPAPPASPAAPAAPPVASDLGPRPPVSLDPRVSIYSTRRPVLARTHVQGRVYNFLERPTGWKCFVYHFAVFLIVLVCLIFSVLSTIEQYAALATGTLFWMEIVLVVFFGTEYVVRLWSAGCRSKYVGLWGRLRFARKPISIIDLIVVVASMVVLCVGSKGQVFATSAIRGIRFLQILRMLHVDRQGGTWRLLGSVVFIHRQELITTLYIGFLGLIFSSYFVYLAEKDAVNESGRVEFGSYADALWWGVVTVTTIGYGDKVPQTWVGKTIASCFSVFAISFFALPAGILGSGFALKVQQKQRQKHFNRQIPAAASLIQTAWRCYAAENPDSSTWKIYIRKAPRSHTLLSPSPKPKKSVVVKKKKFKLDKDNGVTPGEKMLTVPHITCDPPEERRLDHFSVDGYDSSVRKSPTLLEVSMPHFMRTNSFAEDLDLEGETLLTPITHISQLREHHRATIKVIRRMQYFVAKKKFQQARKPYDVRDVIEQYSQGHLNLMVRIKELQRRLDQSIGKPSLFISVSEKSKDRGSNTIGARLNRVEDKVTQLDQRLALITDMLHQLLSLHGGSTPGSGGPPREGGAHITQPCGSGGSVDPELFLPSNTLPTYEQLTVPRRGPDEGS
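Assay system: stable KCNQ1 CHO-K1 line; medium: assay buffer, equal DMSO in all wells; timing: 90 min dye loading and 20 min compound exposure, both at room temperature; technique: kinetic FluxOR thallium fluorescence, 10-s 1-Hz baseline, 110-s post-stimulus read; read-out basis: B score of baseline-normalized fluorescence ratio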
hERG protect – hERG rescue from dofetilide block, primary screen, cell-based, CHO-hERG, FluxOR thallium flux, dofetilide IC70; hit rate 0.51% among 310,000; Voltage-gated inwardly rectifying potassium channel KCNH2 (Homo sapiens), Q12809; AID 1511, 2009; dofetilide IC70 present; activation (rescue from dofetilide block), less the hit threshold, % at 10 µM;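 active means activation above the mean of controls blocked by dofetilide plus 5 SD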;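 further: thallium influx through hERG after potassium depolarization seen as dye fluorescence rise; in these data hits start at about 4.7%; inactives centre near -7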
GSK3 alpha inh – blockers of GSK3A enzyme activity – biochemical, luminescence, cell-free homogeneous, HTS, primary screen; Glycogen synthase kinase-3 alpha (Homo sapiens), P49840; GSK-3 alpha kinase, ADP-Glo luminescence, 60 min; inhibition, % at 10 µM; hit rate 0.1% among 320,000; AID 2650, 2010;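 in the data active means inhibition above about 50%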;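 further: GST-tagged GSK-3 alpha with peptide substrate and 25 µM ATP; 0% = DMSO neutral wells and 100% = GW8510 positive control wells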
PolyA inh – polyadenylation inhibitors in yeast reporter cells, primary screen, luminescence, S. cerevisiae. calls only at 12 µM. S. cerevisiae SKY197-pL101 polyadenylation reporter, beta-gal luminescence; efflux-impaired pdr1/pdr3 knockout yeast; score 100 = 6 SD above DMSO. hit rate 0.02% among 300,000;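 active means lowest replicate activity score at least 50, where 100 means six control SD above control mean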;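 further: yeast exposed to compound for 9 h at 30 °C; higher score means more reporter readthrough which indicates perturbed polyadenylation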
DYRK1A inh – rat Dyrk1A kinase inhibitors, primary screen, biochemical, single point, plate reader | AID 504441, 2011 | hit rate 0.43% among 310,000 | inhibition, % at 12.5 µM | ADP-Glo luminescence, NFATc1 peptide; in the data active means inhibition above about 50%;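 further: plate controls were vehicle with enzyme for no effect and no enzyme for full effect; many of its hits are not listed in these tables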
GSK3B inh – human GSK3beta kinase inhibitors, primary screen, biochemical, cell-free homogeneous, HTS. Glycogen synthase kinase-3 beta (Homo sapiens), P49841. GST-GSK3beta kinase, ADP-Glo luminescence, 60 min; active compounds read low. activity score (negative = inhibition), % at 10 µM. hit rate 0.038% among 300,000. AID 2097, 2009;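 active means more than half of replicate wells score below -50%, meaning over 50% inhibition versus plate controls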;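 further: 0% = median DMSO wells and -100% = median GW8510 positive control wells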
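test system = GST-tagged human GSK3beta kinase, cell-free | reagent = 25 µM ATP with peptide substrate | dosing = one dose of 10 µM per compound | schedule = 60 min reaction, RT | detection = luminescent ADP-Glo measurement of ADP formed | control set = DMSO neutral wells and GW8510 at 20 µM as positive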
KCNK3 inh – human KCNK3 channel inhibitors, primary screen, CHO cells, FluxOR thallium flux, B-score; Potassium channel subfamily K member 3 (Homo sapiens), O14649; FluxOR fluorescence; active compounds read low; B-score at 10 µM; hit rate 0.84% among 340,000; AID 602410, 2012;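 active means B-score under library mean minus 4 SD, starting fluorescence ratio at most library mean plus 5 SD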;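 further: more negative B-score means stronger inhibition of thallium flux through KCNK3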
RGS4 block – RGS4 inhibitors, primary screen, cell-based, HEK293 M3R inducible RGS4, calcium flux; Fluo-4 calcium flux; active compounds read high; triggered by carbachol at its EC20; hit rate 0.45% among 310,000; AID 463165, 2010; Regulator of G-protein signaling 4 (Homo sapiens), P49798; B-score at 10 µM;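 active means B-score, a plate-corrected calcium signal, over three deviations above library mean, with baseline fluorescence within five deviations of library mean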;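 further: RGS4 expression induced by doxycycline in cells with stable M3 receptor; B-score is computed from the integrated fluorescence ratio over baseline after carbachol; higher B-score means a larger calcium signal and so more RGS4 inhibition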
Target sequence (P49798 whole entry, looked up): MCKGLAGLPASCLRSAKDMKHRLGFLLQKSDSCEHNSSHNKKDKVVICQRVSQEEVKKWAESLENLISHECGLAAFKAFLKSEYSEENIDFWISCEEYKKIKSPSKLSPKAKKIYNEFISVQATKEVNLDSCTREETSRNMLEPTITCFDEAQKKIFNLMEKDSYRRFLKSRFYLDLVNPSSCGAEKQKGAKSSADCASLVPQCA
KCNQ1 block – inhibitors of human KCNQ1 channel, primary screen, cell-based, thallium flux, high-throughput; B-score at 10 µM; hit rate 1.3% among 310,000; Potassium voltage-gated channel subfamily KQT member 1 (Homo sapiens), P51787; CHO-K1 KCNQ1, FluxOR thallium flux fluorescence; active compounds read high;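 active means compounds whose thallium flux B-score, printed positive for inhibition, exceeds three library SD while starting fluorescence stays within three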;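 further: channel opened by potassium depolarization with thallium stimulus after 20 min compound exposure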
RGS4 pot – RGS4 potentiators or activators, primary screen, cell-based, HEK293 M3R inducible RGS4, calcium flux. carbachol calcium flux Fluo4; active compounds read low. B-score at 10 µM. hit rate 0.92% among 310,000;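 active means B-score of the integrated calcium signal more than 4 SD below the library mean, with starting fluorescence not abnormally high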;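 further: negative B-score means reduced calcium response which marks RGS4 activation or potentiation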
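Material: M3R-expressing HEK293 line, RGS4 induced by doxycycline | Schedule: Overnight RGS4 induction, 30 min dye load 37 °C, 20 min compound RT | Measured by: Fluo4 fluorescence kinetic imaging of calcium | Read-out: Integrated calcium ratio converted to B score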
KCNK9 inh – KCNK9 potassium channel inhibitors, primary screen, HEK293 cells, thallium flux. Potassium channel subfamily K member 9 (Homo sapiens), Q9NPC2. FluxOR thallium flux fluorescence; active compounds read low. B-score at 10 µM. hit rate 1.2% among 310,000. AID 488922, 2010;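 active means ratio B-score over 3 SD below the library mean, with starting fluorescence within 5 SD of its mean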;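 further: negative B-score means less thallium flux so channel inhibition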
The depositor's hits bear a star; i = inactive; · = no result given. These rows are one share of the data; count on the stated rates, not on these rows.

SMILES	KCNQ1 pot	hERG protect	GSK3 alpha inh	PolyA inh	DYRK1A inh	GSK3B inh	KCNK3 inh	RGS4 block	KCNQ1 block	RGS4 pot	KCNK9 inh
CC(C)(C)OC(=O)Cn1c(=O)cnc2ccccc21	i	-1	0	i	2	-3	i	i	i	i	i
CCCn1c(N)c(C(=O)NS(=O)(=O)c2ccc(C)cc2)c(=O)n(C)c1=O	i	-7	1	i	7	1	i	i	i	i	i
CC12CCC(C(=O)N(c3cccc(Cl)c3)C1=O)C2(C)C (stereo not drawn)	i	-11	-2	i	-3	0	i	i	i	i	i
O=C(OCc1ccc(F)cc1)c1ccc2c(c1)-c1ccccc1C2=O	i	-10	-1	i	-3	2	i	i	i	i	i
CCc1ccc(N2C(=O)c3sc4nnc(C)c(=O)n4c3C2=O)cc1	i	-7	1	i	-3	-1	i	i	i	i	i
O=S(=O)(Nc1ccccc1C(F)(F)F)c1ccc(-c2ccccn2)s1	i	-11	-7	i	-3	1	i	i	i	i	i
O=c1[nH]c2ccccc2nc1Cc1ccc([N+](=O)[O-])cc1	i	-6	-2	i	-2	·	i	i	i	i	i
Cc1onc(-c2ccccc2Cl)c1C(=O)NCc1nnnn1-c1ccc(F)cc1	i	-7	-4	i	5	1	i	i	i	i	i
CCN(CC(=O)Nc1c(F)cccc1F)C(=O)C1(c2ccccc2)CC1	i	-8	-1	i	1	0	i	i	i	i	i
Cc1ccsc1/C=N/n1cnnc1	i	-7	0	i	2	1	i	i	i	i	i
CCN(c1ccccc1)S(=O)(=O)c1ccc(Cl)c(NC(=O)CSc2nncn2C)c1	i	-8	2	i	-6	1	i	i	i	i	i
CC[N+]1(CC(O)COC2CC(C)CC(C)(C)C2)CCOCC1 (stereo not drawn)	i	-8	-3	i	2	-1	i	i	i	i	i
COc1ccc(OC)c(NC(=O)C2CC(=O)N(c3ccc(Br)cc3)C2)c1 (stereo not drawn)	i	-7	1	i	10	2	i	i	i	i	i
Clc1ccc(Cn2ccc(C3CC3)n2)cc1	i	0	0	i	-18	1	i	i	i	i	i
Cc1cc(C)c2[nH]c(=O)c(C(c3nnnn3Cc3ccc4c(c3)OCO4)N3CCCC3)cc2c1 (stereo not drawn)	i	-10	4	i	-2	1	i	i	i	i	i
O=C(NC1CC2CCC(C1)N2Cc1ccccc1)c1ccccc1Cl (stereo not drawn)	i	-4	1	i	7	3	i	i	i	i	i
CCn1c(COc2ccccc2C(N)=O)nc2ccccc21	i	-9	1	i	7	2	i	i	i	i	i
Cc1ccc(C(=O)NCC(=O)O)o1	i	-6	1	i	·	-3	i	i	i	i	i
COc1ccc(-n2c(-c3ccc(Cl)cc3)c[n+]3c2CCc2ccccc2-3)cc1	i	-19	3	i	3	-2	i	i	11*	i	i
Cc1cc(C)n2nc(-c3sccc3-n3cccc3)cc2n1	i	-10	-2	i	0	1	i	i	i	i	i
NS(=O)(=O)c1ccc(NC(=O)C(Sc2ccccc2)c2ccccc2)cc1 (stereo not drawn)	i	-6	-2	i	-2	1	i	i	i	i	i
CC(=O)N[C@@H]1[C@@H](O)[C@@H]2OC(c3ccccc3)OC[C@H]2O[C@@H]1N=[N+]=[N-] (stereo partly drawn)	i	-4	-6	i	·	5	i	i	i	i	i
O=C(CN1Cc2ccccc2C1=O)Nc1ccc2c(c1)OCCO2	i	-12	0	i	-2	-1	i	i	i	i	i
O=c1[nH]nc(Cc2ccc(-c3ccccc3Cl)o2)c2ccccc12	i	-14	-1	i	-3	-2	i	i	i	i	i
CCOc1ccc(Nc2nc(N)c([N+](=O)[O-])c(N3CCOCC3)n2)cc1	i	-3	-1	i	2	2	i	i	i	i	i
COc1ccc(C(=O)OCC(=O)Nc2c(C)cccc2C)cc1	i	-3	-1	i	-6	1	i	i	i	i	i
COc1coc(C(O)C[N+](=O)[O-])cc1=O (stereo not drawn)	i	-4	0	i	-6	1	i	i	i	i	i
COc1ccc(NC(=O)C2CCN(S(=O)(=O)c3cccnc3)CC2)cc1Cl	i	-6	0	i	3	1	i	i	i	i	i
O=C(c1ccc2c(c1)CCN2S(=O)(=O)c1ccccc1)N1CCN(c2ccccc2F)CC1	i	-8	·	i	1	-17	i	i	i	i	i
COc1ccc(O[C@H]2C=C[C@@H](c3ccccc3)O[C@@H]2CO/N=C(\C)CCC(=O)OC[C@H]2O[C@H](c3ccccc3)C=C[C@@H]2Oc2ccc(OC)cc2)cc1	i	-5	1	i	·	-1	·	i	i	i	i
CCC1(C)CC(=O)N(c2ccc(F)c(Cl)c2)C(=O)C1	i	-3	-2	i	-2	-1	i	i	i	i	i
COCCCN1C(=O)C(=O)/C(=C(/O)c2ccc(S(=O)(=O)N3CCOCC3)cc2)C1c1ccc(C(C)C)cc1 (stereo not drawn)	i	-6	-2	i	-4	1	i	i	i	i	i
CCOc1ccccc1OCC(=O)Nc1ccccc1C(=O)NC1CC1	i	-27	0	i	14	-2	i	i	i	i	i
CN(NC(=O)Nc1ccccc1)c1cnn(C)c(=O)c1Cl	i	-12	5	i	-2	-2	i	i	i	i	i
COC(=O)c1ccc(CN(Cc2ccc(C(=O)OC)o2)C(C)(C)C)o1	i	-7	0	i	8	0	i	i	i	i	i
COc1cccc(CNC(=O)CSc2nnc3c(n2)[nH]c2ccc(F)cc23)c1	i	-5	1	i	0	-5	i	i	i	i	i
Cn1c(SCC(=O)N/N=C/c2cccnc2)nnc1-c1ccccc1	i	-4	-3	i	5	-3	i	i	i	i	i
COc1cc(OC)c2c(-c3ccccc3)cc(=O)oc2c1C(CCN1CCCC1)c1ccc2c(c1)OCO2 (stereo not drawn)	i	-17	·	i	11	-1	i	i	i	i	i
CCOc1ccc(N2CC(C(=O)NCc3ccco3)CC2=O)cc1 (stereo not drawn)	i	-8	1	i	-1	·	i	i	i	i	i
CCCNC(=S)NNC(=O)c1cccs1	i	-14	-2	i	1	1	i	i	i	i	i
O=C(O)c1cc(=O)[nH]c2ccc(S(=O)(=O)Nc3ccc(F)cc3)cc12	i	-4	-1	i	-2	-2	i	i	i	i	i
CNC(=O)CS(=O)CC(=O)Nc1cc(OCCOC)c(Cl)cc1Cl (stereo not drawn)	i	-6	-3	i	-1	1	i	i	i	i	i
Cc1cccc(C2Nc3ccccc3C(=O)N2c2ccccc2)n1 (stereo not drawn)	i	-3	-1	i	-6	1	i	i	i	i	i
Cn1c(C(=O)N2CCN(c3cccc(C(F)(F)F)c3)CC2)cc2sccc21	i	-14	7	i	-3	1	i	i	i	i	i
O=C(c1cccs1)c1no[n+]([O-])c1C(=O)c1cccs1	i	-33	3	i	4	2	i	i	9*	-7*	-11*
CCc1nc2ccc(C(=O)NCc3ccccc3)cc2nc1CC	i	-6	-4	i	-10	-1	i	i	i	i	i
CSCCC(C(=O)O)N1C(=O)c2ccc(C(=O)O)cc2C1=O (stereo not drawn)	i	-1	0	i	-4	1	i	i	i	i	i
O=C(CNC(=O)c1cccc(F)c1)N/N=C/c1cccnc1	i	-2	-1	i	3	2	i	i	i	i	i

Entries above shown as hits in KCNQ1 block:
smiles | GSK3 alpha inh | PolyA inh | DYRK1A inh | GSK3B inh | KCNK3 inh | RGS4 block | KCNQ1 block | KCNK9 inh
COc1ccc(-n2c(-c3ccc(Cl)cc3)c[n+]3c2CCc2ccccc2-3)cc1 | 3 | i | 3 | -2 | i | i | 11* | i
O=C(c1cccs1)c1no[n+]([O-])c1C(=O)c1cccs1 | 3 | i | 4 | 2 | i | i | 9* | -11*

Continuation:
SMILES	KCNQ1 pot	hERG protect	GSK3 alpha inh	PolyA inh	DYRK1A inh	GSK3B inh	KCNK3 inh	RGS4 block	KCNQ1 block	RGS4 pot	KCNK9 inh
O=C(Nc1cccc(NC(=O)C2CC3CCCC(C2)C3=O)n1)C1CC2CCCC(C1)C2=O (stereo not drawn)	i	-2	-4	i	2	2	i	i	i	i	i
COc1cccc(NC(=O)Cc2cccs2)c1	i	-4	1	i	8	3	i	i	i	i	i
COC(=O)c1ccc(OC)c(NS(=O)(=O)c2ccc(-n3cnnn3)cc2)c1	i	-8	1	i	-6	·	i	i	i	i	i
COc1cc(NC(=O)C/C(C)=N/NC(=O)Cc2ccccc2)c(OC)cc1Cl	i	-7	-1	i	-1	5	i	i	i	i	i
COc1ccc(CNC(=O)[C@@H](C)NC(=O)[C@@H]2Cc3ccccc3CN2)cc1	i	-7	-1	i	3	2	i	i	i	i	i
COc1ccc(C2(C)NC(=O)N(Cc3cc(Cl)cc4c3OCOC4)C2=O)cc1OC (stereo not drawn)	i	-7	-1	i	9	3	i	i	i	i	i
O=C1Nc2ccccc2C1=Nc1ccc(Cl)cc1	i	-9	-1	i	0	0	i	i	i	i	i
CCCCCN1C=CC=C/C1=C\C=C(C#N)C#N	i	-3	3	i	·	1	i	i	i	i	i
NCCNC(=O)Cn1c(=O)c2c3c(sc2n(Cc2ccccc2)c1=O)CCCC3	i	-4	-2	i	-1	-1	i	i	i	i	i
O=C(CNC(=O)c1ccc(Cl)cc1)NC(CO)c1ccccc1 (stereo not drawn)	i	-3	0	i	-1	0	i	i	i	i	i
COC(=O)C1=COC(C)C2CN3CCc4c([nH]c5ccccc45)C3CC12 (stereo not drawn)	i	-8	2	i	2	-3	i	i	i	i	i
Cc1ccc(S(=O)(=O)N2CCOCC2)cc1NC(=O)COC(=O)CNC(=O)c1ccc(Oc2ccccc2)cc1	i	-2	6	i	-2	-22	i	i	i	i	i

Assay outcomes from PubChem.
